Source: PubChem (several laboratories)
STAT3 act: activators of IL-6 induced STAT3 signaling | hit rate 0.91% among 190,000 | activation (% of control), % at 5.6 µM | U3A cells, IL-6 STAT3-luciferase reporter, luminescence; 100% = signal with IL-6 EC80 alone;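 active = activation above the screen-wide mean of compound activation plus 3 SD, cut at about 130% in these data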;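 note: 0% = background luminescence of wells with medium and substrate only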
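system = STAT3-luciferase reporter U3A cells | reagent = IL-6 stimulus at 33 ng/mL final | timing = 1 h compound pre-exposure, 6 h IL-6 stimulation, 37 °C | measured by = luminescence | evaluation = % activation versus median of IL-6-stimulated wells | control set = IL-6-only wells as 100% reference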
STAT3 blocker: inhibitors of IL-6 induced STAT3 signaling; U3A cells, IL-6 STAT3-luciferase reporter, luminescence; host cell line lacks STAT1; hit rate 0.89% among 190,000; inhibition, % at 5.5 µM;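 active = inhibition above the mean inhibition across all screened compounds plus 3 SD, cut at about 44% in these data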;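 note: 0% = DMSO only wells and 100% = 100 µM nifuroxazide control wells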
PPARg SRC-3 ag: agonists of human PPARgamma SRC-3 coactivator recruitment. P37231. biochemical PPARgamma/SRC-3 coactivator recruitment assay. activation, % at 8 µM. hit rate 0.26% among 200,000; in the data active = activation above about 23%;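 note: 0% = DMSO and 100% = reference agonist; some compounds past the cut are filed as inactive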
Target sequence (P37231 whole entry, looked up): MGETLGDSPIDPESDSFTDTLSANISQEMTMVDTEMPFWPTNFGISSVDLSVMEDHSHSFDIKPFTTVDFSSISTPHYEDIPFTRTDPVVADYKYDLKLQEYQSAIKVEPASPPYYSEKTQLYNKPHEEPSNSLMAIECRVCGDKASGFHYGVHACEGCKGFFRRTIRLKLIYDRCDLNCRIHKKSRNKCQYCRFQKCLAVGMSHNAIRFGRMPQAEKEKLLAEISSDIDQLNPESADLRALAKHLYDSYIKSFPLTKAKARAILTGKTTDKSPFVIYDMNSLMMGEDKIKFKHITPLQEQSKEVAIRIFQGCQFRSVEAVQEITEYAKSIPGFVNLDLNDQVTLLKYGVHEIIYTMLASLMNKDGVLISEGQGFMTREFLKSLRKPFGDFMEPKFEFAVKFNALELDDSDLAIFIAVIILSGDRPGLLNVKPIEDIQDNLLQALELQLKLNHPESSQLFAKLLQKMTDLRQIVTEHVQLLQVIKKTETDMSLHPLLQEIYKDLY
STAT1 inh: reduces IFN-gamma driven STAT1 reporter signal. hit rate 0.35% among 200,000. NIH 3T3 STAT1-luciferase reporter, luminescence. inhibition, % at 5.5 µM;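 active = inhibition above a set limit, the mean inhibition across all tested compounds plus 3 SD, cut at about 34% in these data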;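 note: 0% = IFN-gamma with DMSO and 100% = IFN-gamma with 300 µM nifuroxazide; values of inactives mirror those of a sister screen read the other way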
PPARg SRC1 recr: promotes SRC-1 coactivator recruitment by human PPARgamma | hit rate 0.41% among 200,000 | AID 631 | PPARgamma-SRC-1 coactivator recruitment biochemical assay | activation, % at 8 µM | P37231; in the data active = activation above about 19%;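 note: 0% = DMSO and 100% = reference agonist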
bIAP act: increases bovine intestinal alkaline phosphatase activity. purified bovine IAP, CDP-star luminescence, 30 min; stronger effect = higher value; fold of DMSO-control signal, blank-subtracted. activation factor at 20 µM. hit rate 0.17% among 200,000. AID 1016;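 active = activation factor of 2 or more at 20 µM, a signal rise over negative controls twice the positive control's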
SRC2 TRFRET art: flags TR-FRET format artefacts in PPARgamma SRC-2 recruitment agonist screen; TR-FRET artefact counter-screen; stronger effect = higher value; TR-FRET ratio at 8 µM; hit rate 0.4% among 200,000; in the data active = TR-FRET ratio above about 2000; note: inactives centre near 1500
PPARg SRC2 recr: PPARgamma-driven SRC-2 recruitment agonism; P37231; PPARgamma LBD-SRC-2 recruitment, biochemical; activation, % at 8 µM; hit rate 0.34% among 200,000; in the data active = activation above about 22%;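 note: 0% = vehicle and 100% = reference agonist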
ROMK primary: modulates human ROMK potassium channel activity | B-score at 10 µM | Tet-inducible ROMK, thallium flux fluorescence; actives lie on both sides | P48048 | hit rate 2% among 130,000;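 active = signal ratio slope over the read window, or its plate-corrected B-score, at least 3 SD from the plate mean, either direction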;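 note: B-score of the F/F0 ratio slope over 7 to 12 s after thallium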
TNAP act hiacc: activators of human TNAP at high phosphate acceptor concentration; purified TNAP, CDP-star luminescence, 1 M DEA, 30 min; stronger effect = higher value; 0 = EDTA background, 1 = DMSO-only activity; activation factor at 20 µM; AID 1136; 200,000 tested, under 10 active;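 active = activation factor at least 2 at 20 µM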
Target sequence (P05186 whole entry, looked up): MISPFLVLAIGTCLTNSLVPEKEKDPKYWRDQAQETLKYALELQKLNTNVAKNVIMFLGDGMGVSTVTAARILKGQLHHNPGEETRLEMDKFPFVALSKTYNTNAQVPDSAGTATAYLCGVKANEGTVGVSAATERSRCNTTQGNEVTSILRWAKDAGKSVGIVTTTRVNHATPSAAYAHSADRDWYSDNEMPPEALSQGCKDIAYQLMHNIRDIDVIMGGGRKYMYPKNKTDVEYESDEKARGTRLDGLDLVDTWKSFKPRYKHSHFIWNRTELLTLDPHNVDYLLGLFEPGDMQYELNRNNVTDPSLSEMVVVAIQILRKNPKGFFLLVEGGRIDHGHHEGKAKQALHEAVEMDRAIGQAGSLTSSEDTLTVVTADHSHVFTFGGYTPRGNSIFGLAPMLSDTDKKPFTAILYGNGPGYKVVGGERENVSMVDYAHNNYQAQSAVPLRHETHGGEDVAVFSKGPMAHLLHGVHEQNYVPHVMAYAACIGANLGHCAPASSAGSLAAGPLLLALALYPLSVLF
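Dosing: 20 µM single point. System: human TNAP. Amount: TNAP 1/800 final. Incubation: 30 min, room temperature. Read-out: TNAP activation factor scaled between EDTA and DMSO control wells. Signal: luminescence from CDP-star hydrolysis. Medium: 1 M DEA, pH 9.8, Mg2+, Zn2+. Control set: EDTA negative control, DMSO positive control.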
bIAP inh: blocks bovine intestinal alkaline phosphatase activity. inhibition, % at 20 µM. purified bovine IAP, CDP-star luminescence, 30 min. 190,000 tested, under 10 active;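 active = over 50% inhibition of intestinal alkaline phosphatase at 20 µM in the single-dose screen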
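Incubation: 30 min reaction at room temperature / Material: purified bovine intestinal alkaline phosphatase (IAP) enzyme / Input: enzyme at 1/65,000,000 dilution / Dosing: 20 µM single dose / Signal: CDP-star luminescence signal / Reagent: CDP-star chemiluminescent phosphatase substrate, 30 µM final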
Starred values were filed as active, the others as inactive; . = not tested or not shown.

SMILES	ROMK primary	TNAP act hiacc	STAT1 inh	PPARg SRC-3 ag	PPARg SRC2 recr	bIAP act	STAT3 blocker	STAT3 act	SRC2 TRFRET art	bIAP inh	PPARg SRC1 recr
Cc1ccc(C)c(N2CCN(C(=O)CN(C)S(=O)(=O)c3ccc4c(c3)CCC(=O)N4)CC2)c1	.	1.1	3	3	-2	1.1	24	84	1725	-6	5
CC1(C)C(=O)Nc2ccccc2N1C(=O)COc1cccnc1[N+](=O)[O-]	-0.45	1	4	-4	-11	0.9	19	90	1468	11	-3
CC(C)(C)C(=O)Nc1sc2c(c1C#N)CCCCC2	0.23	1.1	-6	8	6	1.1	-10	112	1442	-6	-5
N#CCCn1ncc2ccccc21	0.55	1	3	-6	-2	0.9	-1	103	1457	11	1
FC(F)Sc1ccc(-n2cc(-c3ccc(Cl)cc3)[n+]3c2CCC3)cc1	-2.2	1	4	-2	8	1.1	17	88	1554	-12	2
CC(C)CC(=O)n1sc(NC(=O)c2ccccc2)nc1=O	.	1	-1	9	1	0.9	13	96	1587	7	-2
Fc1ccc(CSc2ccc(-c3ccc4c(c3)OCO4)nn2)cc1	.	0.9	-2	2	10	1.1	10	94	1638	-6	4
O=C(Nc1ccc2c(c1)OCCO2)N1CCN(Cc2ccccc2)CC1	-1.4	1	-11	-4	0	1	-12	115	1651	-4	-7
COc1cc([N+](=O)[O-])ccc1NC(=O)C[n+]1cccc(C)c1	.	1	-3	7	10	0.6	3	103	1545	41	3
Cc1ccc(C)c(CSc2nnc(-c3cccs3)n2Cc2ccco2)c1	.	1	2	4	1	0.8	0	104	1717	15	-4
CN1C(=O)c2ccccc2Sc2ccc(NC(=O)N3CCCC3)cc21	.	1	1	12	1	1.1	-1	104	1719	-10	2
COc1cc(C(=O)Nc2ccc(O)cc2)ccc1OC(C)=O	.	1	-9	-1	13	1	-8	108	1505	0	5
O=C(NS(=O)(=O)c1ccc2c(c1)OCCO2)c1ccccc1	0.2	1.1	2	15	2	1	8	96	1533	4	-6
Cc1cccc(NC(=O)CN2CCC(NC(=O)C3CCCCC3)CC2)c1C	.	1	-1	-5	2	0.9	-4	106	1859	8	3
OCCC1CN(Cc2cnc(-c3ccccc3)s2)CCN1CCc1ccccc1 (centres undefined)	-1.9	1.1	-2	2	5	1.1	4	101	1575	-6	10
CCOC(=O)C1CCN(c2c(Nc3ccc4c(c3)OCCO4)c(=O)c2=O)CC1	.	1	-10	0	3	0.9	18	89	1381	7	-3
Cc1cccc(/C=C(\c2nc3ccccc3[nH]2)S(=O)(=O)c2ccccc2)c1	.	1	38*	0	-1	1.1	9	95	1495	-12	0
COc1ccc(/C(N)=N/OC(=O)Cc2ccc(C)cc2)cc1	.	1	-14	1	1	0.9	-5	103	1414	12	0
Cc1cc(C)nc(SCC(=O)Nc2ccc(S(=O)(=O)Nc3ncccn3)cc2)n1	-0.036	1.1	-4	-3	-10	1	8	98	1545	5	3
O=C(CCSCCC(=O)NCC1CCCO1)NCC1CCCO1 (centres undefined)	.	1	-5	4	14	1	3	100	1566	5	2
O=C(CSc1nc(Nc2ccccc2)nc(N2CCOCC2)n1)Nc1ccccc1Cl	1.9	1.1	2	-1	8	0.9	1	103	1494	6	-6
COc1cc(/C=N/NC(=O)COc2ccccc2[N+](=O)[O-])ccc1OC(=O)c1ccco1	0.089	1	-2	1	-9	1	-11	107	1494	3	-13
CN=C1SC(CC(=O)Nc2ccc(C(=O)O)cc2)C(=O)N1C (centres undefined)	-0.42	1	-2	-6	-2	1	3	103	1410	0	3
CCOC(=O)C1C2C=CC3(CN(c4cccc(Cl)c4)C(=O)C13)O2 (centres undefined)	.	1	4	7	11	1	13	97	1523	0	1
Cc1cc(=O)oc2ccc(OCC(=O)N(Cc3ccc(F)cc3)Cc3ccco3)cc12	.	1.1	-2	-6	1	0.9	0	103	1521	7	0
Cc1cccc(NC(=O)c2ccccc2NC(=O)C2CCCCC2)c1C	-0.37	1	0	14	4	0.9	4	103	1572	10	6
CC(/C=N/NC(=O)c1cccnc1)=C\c1ccccc1	0.049	1	-30	0	-6	0.9	16	95	1346	5	-6
COc1ccc(C=O)cc1OS(=O)(=O)c1ccccc1[N+](=O)[O-]	.	1	7	0	-12	0.5	7	96	1437	50	-7
Cc1ccc(NC(=O)c2ccc(S(=O)(=O)C(F)F)cc2)c(C)c1	.	1	-14	-5	-6	0.8	-1	98	1485	16	-5
COc1ccc(N(C(=O)c2ccco2)C(C(=O)NC2CCCC2)c2cccs2)cc1OC (centres undefined)	.	1	-1	-4	11	1.6	5	97	1605	-58	8

Later entries
SMILES	ROMK primary	TNAP act hiacc	STAT1 inh	PPARg SRC-3 ag	PPARg SRC2 recr	bIAP act	STAT3 blocker	STAT3 act	SRC2 TRFRET art	bIAP inh	PPARg SRC1 recr
O=[N+]([O-])c1ccc(COc2ccc(CNc3ccccc3)cc2)cc1	-0.59	0.9	3	4	10	0.8	-2	101	1732	24	1
O=C(COc1ncnc2c(Cl)cc(Cl)cc12)N1CCN(S(=O)(=O)c2ccccc2)CC1	0.048	1	-7	9	4	1.1	13	94	1635	-5	0
CCn1c(Cc2ccc(OC)cc2)nnc1SCC(=O)Nc1cccc(C(=O)OC)c1	0.35	1	6	-16	-2	1.1	5	97	1474	-9	1
CCCCc1c(C)c(C#N)c2nc3ccccc3n2c1Cl	-1.1	1	-4	4	-4	1.1	-10	110	1551	-9	-4
CN(C)c1nc(C#N)nc(N2CCOCC2)n1	.	1	-3	-1	5	1	-2	106	1523	4	6
O=C(COc1cccc(Cl)c1)Nc1ccc(N2CCOCC2)cc1	-0.8	1.1	-6	6	20	0.9	24	83	1726	5	3
O=C(CSc1nnc(Nc2ccccc2)s1)NN1C(=O)NC2(CCCCC2)C1=O	-0.68	1.1	8	7	-12	1	15	89	1652	3	1
CC1CCC(C(C)C)C(OP(=O)(c2ccccc2)C(O)c2ccncc2)C1 (centres undefined)	-1.3	1	-9	-1	2	1	6	104	1571	0	9
c1ccc(Cc2noc(CN3CCN(Cc4ccc5c(c4)OCO5)CC3)n2)cc1	-0.68	1	-15	-2	1	1	-6	109	1641	-2	3
CCc1cccc(OCCCCNCCCOC)c1	0.84	1	0	4	0	0.9	24	79	1487	13	4
COc1ccc(CNC(=O)CCSc2ccc(F)cc2)cc1OC	0.84	1	3	-4	-11	1	9	100	1312	1	-8
O=C(NCCc1ccc(F)cc1)c1n[nH]c2ccccc12	-0.66	1.1	-30	-2	4	1.3	21	85	1306	-35	-12
COc1ccc(-c2cn3cc(C)ccc3n2)cc1OC	0.6	1	-36	7	-6	0.9	22	84	1530	8	2
Cc1cccc(N2C(=O)CS/C2=N\NC(=O)c2ccc(Cl)cc2)c1C	0.11	1	-4	-3	-8	1	-5	108	1162	-2	-2
Cc1ccc(-c2cc(C(=O)Nc3cc(C)on3)c3ccccc3n2)c(C)c1	.	0.9	-1	15	13	0.9	-4	108	1673	12	6
CC(C)CN(C#N)c1nc(N2CCOCC2)nc(N2CCOCC2)n1	-1.4	1	-12	0	-8	1.1	4	101	1580	-6	11
COc1ccc(-c2nn(-c3ccccc3)cc2CNCc2cccnc2)c(F)c1	-1.6	1	-1	5	-7	1.1	0	104	1258	-6	-3
CCOC(=O)c1ccc(NC(=O)CSc2ccc(-c3ccncc3)nn2)cc1	0.59	1	0	3	-1	0.9	-2	106	1684	5	4
Cc1cc(F)ccc1S(=O)(=O)N1CCCOC1CNC(=O)C(=O)NCCC1=CCCCC1 (centres undefined)	0.053	1	-3	5	11	0.9	-2	99	1748	6	-1
COc1ccc2c(c1OC)C(=O)N1c3ccccc3C(=O)N(c3ccc(F)cc3)C21 (centres undefined)	-0.23	1	6	1	3	1	8	98	1569	1	6
CCOC(=O)C1CCCN(C(=O)CCCOc2cc(=O)n(C)c3ccccc23)C1 (centres undefined)	.	1	13	5	3	1	11	93	1486	-3	4
CCSc1nnc(NC(=O)C(C)Sc2nc3ccccc3[nH]2)s1 (centres undefined)	-0.58	1	2	5	9	1	-2	100	1698	-4	9
COC(=O)c1cc(NC(=O)c2cccc(C(F)(F)F)c2)c(=O)oc1C	0.49	1	1	2	4	1	10	92	1471	-3	1
CCOc1ccc(N2CC(=O)SC2=S)cc1	-0.14	1	-5	2	3	0.7	9	96	1740	34	12
CCOC(=O)N1CCN(c2ccc(S(=O)(=O)N(Cc3ccccc3)Cc3ccccc3)cn2)CC1	.	1.1	8	2	-11	1	21	85	1493	-2	5
O=C(CSc1nnc(NC(=O)c2ccco2)s1)Nc1ccc2c(c1)OCCO2	0.92	1	1	3	4	1	4	103	1422	5	7
Cc1ccc(-n2nnnc2Sc2nc([N+](=O)[O-])nn2C)cc1	.	1	7	-4	0	0.6	-14	107	1492	40	1
COc1ccc([N+](=O)[O-])cc1-n1cccc1	0.37	1	4	4	4	0.9	0	103	1454	8	5
CCN1C(=O)/C(=C2/C=Cc3cc(C)ccc3N2CC)N(C)C1=S	.	0.6	15	4	8	0.9	34	73	1841	10	15
Cc1cc(/C=N/n2cnnc2)c(C)n1-c1cccc(C(=O)O)c1	-1.4	1	8	4	11	1	2	102	1539	1	8

Next records follow:
SMILES	ROMK primary	TNAP act hiacc	STAT1 inh	PPARg SRC-3 ag	PPARg SRC2 recr	bIAP act	STAT3 blocker	STAT3 act	SRC2 TRFRET art	bIAP inh	PPARg SRC1 recr
CC(NC(=O)CCNC(=O)c1ccccc1Cl)C1CC2CCC1C2 (centres undefined)	1.5	1.1	2	-1	2	0.8	-7	103	1661	20	3
O=[N+]([O-])c1ccc(Cc2nnc(-c3ccccc3Cl)o2)cc1	-0.42	1	3	0	-6	0.8	31	81	1399	15	-15
O=C(NCCSCc1c(F)cccc1Cl)c1ccco1	0.32	1.1	-6	10	8	0.9	1	102	1527	9	4
O=C(Nc1ccc(Cl)cc1C(=O)NCc1cccnc1)c1ccco1	0.23	1.1	3	-4	1	0.8	-3	104	1338	17	0
O=C(c1cnccn1)N1CCc2ccccc21	.	1.1	-5	-3	-4	1	0	103	1449	4	4
Cc1noc(C)c1CSc1ccccc1C(=O)Nc1nccs1	.	1	-1	3	2	1.1	10	95	1675	-7	5
CN1CCN(C(CNS(=O)(=O)c2ccc(F)cc2)c2cccnc2)CC1 (centres undefined)	.	1	5	-3	-3	1	8	98	1412	-1	10
O=C(Cn1[nH]c(=O)c2ccccc2c1=O)NC1CCCCCC1	0.31	1	-3	9	9	0.9	4	102	1469	11	8
